NPY-Y1 PAM-ag – potentiates or activates human NPY-Y1 receptor; P25929; AID 1304; activation, % at 3.6 µM; 0.37% of 220,000 active; NPY-Y1 expressing cells, potentiator/agonist activation; in the data active means activation above about 33%, passing the limit was not always enough;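 further: cells stimulated with NPY at EC10 then isoproterenol at EC100; 0% = low agonist plus stimulus and 100% = saturating agonist plus stimulus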
Runt-CBFb FRET – Runt domain-CBFb interaction inhibition; Cerulean-Runt/Venus-CBFb FRET ratio 530/480, 1 h; inhibition, % at 20 µM; 0.46% of 220,000 active;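 active means inhibition over about 50% at 20 µM in the single-dose screen, limit read from the data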;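 further: 0% = DMSO wells and 100% = excess unlabeled CBFb competitor control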
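Reagent – Venus-CBFb binding partner, 100 nM · Assay system – Cerulean-tagged RUNX1 Runt domain (FRET donor) fusion protein · Input – 100 nM per protein · Incubation – two 1 h room-temperature incubations shielded from light · Measured by – FRET fluorescence · Medium – Tris buffer pH 7.5 with salts and BSA · Benchmarks – unlabeled CBFb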
NPY Y1 blocker – NPY-Y1 (human) receptor antagonism; inhibition, % at 3.6 µM; HEK293-CNG Y1 cells, membrane potential fluorescence; NPY at EC95, then isoproterenol; 1% of 200,000 active; AID 1040;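 active means inhibition above the campaign mean inhibition of all tested compounds plus 3 SD, cut at about 20% in these data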;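 further: 0% = DMSO wells given NPY plus isoproterenol and 100% = isoproterenol alone without NPY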
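Assay system: HEK293 cells with Y1 receptor plus CNG channel | Probe or stimulus: NPY (25 nM), isoproterenol (1 µM), Ro 20-1724 (25 µM) | Timing: Compound incubation 1 h at room temperature, readout 45 min post-stimulation | Measured by: Membrane-potential fluorescent dye readout | Benchmarks: High control isoproterenol alone, low control NPY with isoproterenol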
NPY2 pot ag – potentiates or activates human NPY-Y2 receptor; P49146; cells expressing NPY-Y2, potentiator/agonist read-out; activation, % at 3.6 µM; 0.45% of 220,000 active; AID 1359; in the data active means activation above about 27%;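 further: cells stimulated with NPY near EC25 plus isoproterenol at EC100; 0% = vehicle plus submaximal agonist and 100% = vehicle plus saturating agonist; some results beyond the cut were filed as inactive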
p97 ATPase inh – blocks human p97 ATPase activity | P55072 | recombinant p97 ATPase, Kinase-Glo ATP luminescence, 3 h | inhibition, % at 8 µM | 0.42% of 220,000 active | AID 1481; in the data active means inhibition above about 15%;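 further: 0% = DMSO vehicle and 100% = wells lacking enzyme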
RBBP9 inh – blocks human serine hydrolase RBBP9. inhibition, % at 7.94 µM. AID 1515. O75884. 0.2% of 220,000 active. recombinant RBBP9, FP-Rh probe fluorescence polarization;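 active means inhibition above the campaign mean of all tested compounds plus 3 SD, cut at about 14% in these data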;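 further: plate controls were DMSO wells with RBBP9 for no effect and wells lacking RBBP9 protein for full effect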
Target sequence (O75884 whole entry, looked up): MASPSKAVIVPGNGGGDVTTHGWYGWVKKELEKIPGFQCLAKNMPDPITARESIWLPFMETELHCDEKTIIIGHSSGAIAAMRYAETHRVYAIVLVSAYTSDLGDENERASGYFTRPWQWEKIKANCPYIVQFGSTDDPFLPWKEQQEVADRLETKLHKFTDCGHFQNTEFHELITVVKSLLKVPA
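System: RBBP9 protein | Quantity: 2.5 µM RBBP9 dispensing solution, before mixing | Reagent: FP-Rh probe, 375 nM dispensing solution | Timing: Enzyme-compound preincubation 30 min, then probe labeling 45 min, 25 °C | Measured by: Fluorescence polarization | Read-out: % inhibition | Replication: One well per compound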
Hck Nef HTS – inhibitors of human Hck kinase activated by Nef; Recombinant Hck-YEEI plus Nef, Z-Lyte FRET kinase assay; AID 463187; 0.68% of 220,000 active; P08631; inhibition, % at 20 µM;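 active means Hck-Nef kinase inhibition above about 50%, limit read from the data; inactive means inhibition below that limit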;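 further: 0% = DMSO with Hck plus Nef and 100% = Hck alone without Nef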
Mdm2 ligase inh – inhibitors of human Mdm2 E3 ubiquitin ligase. Q00987. cell-based MDM2 ubiquitination luciferase reporter, 2 h; 0 = plate control, 100 = twice control, blank-subtracted. signal enhancement, % at 5 µM. 0.11% of 210,000 active;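 active means signal enhancement of 30% or more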;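 further: luminescence tracks abundance of the self-degrading MDM2-luciferase fusion protein; higher signal means inhibition of MDM2 E3 ligase activity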
Target sequence (Q00987 whole entry, looked up, the tested form may be a part): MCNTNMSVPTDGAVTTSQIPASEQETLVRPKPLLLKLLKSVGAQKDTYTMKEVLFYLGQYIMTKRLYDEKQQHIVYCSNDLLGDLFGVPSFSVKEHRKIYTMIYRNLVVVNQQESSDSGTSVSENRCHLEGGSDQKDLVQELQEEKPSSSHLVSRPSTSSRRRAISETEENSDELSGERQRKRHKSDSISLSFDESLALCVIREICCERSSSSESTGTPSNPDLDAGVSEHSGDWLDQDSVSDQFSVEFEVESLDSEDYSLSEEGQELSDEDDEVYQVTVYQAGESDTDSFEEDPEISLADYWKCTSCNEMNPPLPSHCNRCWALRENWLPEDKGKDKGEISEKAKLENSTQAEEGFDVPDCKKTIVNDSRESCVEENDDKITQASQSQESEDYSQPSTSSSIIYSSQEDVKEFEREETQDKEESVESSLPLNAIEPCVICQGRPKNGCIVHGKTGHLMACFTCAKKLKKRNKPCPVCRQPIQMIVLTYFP
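test system = mammalian cells stably expressing self-ubiquitinating, self-degrading MDM2 E3–luciferase fusion | quantity = 2000 cells/well | incubation = cell settling 4 h, compound treatment 2 h, both 37 °C | signal = luminescence with SteadyLite reagent, 15 min at room temperature | evaluation = % enhancement relative to plate controls after blank subtraction | benchmarks = plate controls and plate blanks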
Runt-SMMHC FRET – inhibitors of human RUNX1 Runt domain binding to CBFb-SMMHC; Q01196+Q13951; AID 1434; 0.74% of 220,000 active; Cerulean-Runt/Venus-CBFb-SMMHC FRET ratio 530/480, 1 h; inhibition, % at 20 µM;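 active means mean inhibition across duplicate retests at 20 µM reaching about 50%, limit read from the data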;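 further: 0% = DMSO wells and 100% = wells with excess untagged CBFb-SMMHC; inhibitors lower the FRET ratio by blocking Runt binding to CBFb-SMMHC; some results filed as inactive read as strong as hits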
Active calls of the source: *; nt = not tested or not shown.

SMILES | NPY-Y1 PAM-ag | Runt-CBFb FRET | NPY Y1 blocker | NPY2 pot ag | p97 ATPase inh | RBBP9 inh | Hck Nef HTS | Mdm2 ligase inh | Runt-SMMHC FRET
CC1(C)C(=O)N(OCc2ccccc2)C(C)(C)C(=O)N1OCc1ccccc1 | 9 | 3 | 1 | -13 | -3 | -12 | -18 | -3 | 0
Cc1[nH]c2ccccc2c1SCC(=O)O | -4 | 70* | 5 | 5 | 2 | -7 | -7 | -9 | -9
CCCCCCCCOC(=O)c1ccc(N)cc1 | -34 | -4 | 10 | -1 | 0 | -2 | 15 | nt | -1
CCc1nc(N2CCCC2)c(C#N)c2c1CCCC2 | 3 | -1 | 3 | -7 | 6 | -3 | 1 | 4 | -4
Cc1ccc(-c2nc3c(c(=O)c4ccccc4n3C)c(=O)n2-c2ccccc2)cc1 | -1 | 1 | -1 | 5 | 4 | 9 | 3 | -6 | -3
CC(C)CNC(=S)NC(=O)c1ccc(Cl)cc1 | 11 | -1 | 4 | 6 | 2 | -2 | 14 | 4 | -2
CCCCOc1ccc(C(=O)Nc2ccc(C)cc2[N+](=O)[O-])cc1 | -33 | -4 | -1 | -2 | 1 | -5 | 3 | -23 | -2
Cc1[nH]n(C(C)(C)C)c(=O)c1Sc1ccc(Cl)cc1 | 23 | 8 | 0 | 11 | 7 | -11 | -1 | -5 | -2
Cc1cc(C)cc(N2C(=O)N(c3ccccc3C)C3CS(=O)(=O)CC32)c1 (centres undefined) | 4 | -1 | 0 | 6 | 2 | 1 | 5 | -7 | 2
CCOC(=O)C(CCOc1cccc(CC)c1)C(=O)OCC | -22 | -2 | 13 | 1 | 6 | 4 | 2 | -1 | -2
Cn1c2ccccc2c2ncn(CCCN3CCOCC3)c(=O)c21 | -9 | 0 | 1 | -4 | 0 | 1 | 2 | 9 | -3
CS(=O)(=O)N1CCN(C(=O)c2cccnc2)CC1 | -7 | -2 | 4 | 19 | 4 | -2 | -1 | -3 | 1
CC(=O)Nc1ccc(OCC(=O)NCc2ccc(C)cc2)cc1 | 6 | -2 | -2 | 3 | 3 | -5 | 15 | -12 | -2
C=CCOC(=O)c1ccc(-n2cncn2)nc1 | 25 | 1 | -6 | 8 | 3 | 3 | 2 | -23 | -4
O=C(Nc1nc(-c2cccs2)cs1)c1ccc(S(=O)(=O)N2CCCC2)cc1 | 32 | -2 | -11 | 17 | -2 | -33 | 1 | -17 | -5
O=C(COC(=O)COc1ccccc1Cc1ccccc1)Nc1cccnc1Cl | -21 | -5 | 2 | 10 | -9 | -10 | -2 | -3 | 0
CCOc1ccc(/C=N/NC(=S)NC2CC3C=CC2C3)cc1 (centres undefined) | -2 | 0 | nt | -19 | 2 | -8 | 12 | -10 | 2
COc1cc(SC)ccc1C(=O)NCc1ccccc1 | -18 | -1 | -4 | -5 | 8 | 4 | 1 | 2 | -7
COc1cc(NC(=O)c2ccco2)c(C(=O)OCC(=O)c2c[nH]c3ccccc23)cc1OC | -2 | 2 | 3 | -8 | 4 | -15 | 17 | -6 | -5
COc1ccc(-c2cc(C(F)(F)F)nc(-n3ccnc3C)n2)cc1 | -21 | -2 | 3 | 3 | 2 | 8 | 3 | -8 | -3
CCCCSc1nc2c(cnn2-c2ccc(Cl)cc2)c(=O)[nH]1 | 8 | 0 | 2 | 5 | 6 | -1 | 8 | -16 | 1
Cc1ccc(S(=O)(=O)N(C)C)cc1NC(=O)C1CCCCC1 | 7 | 2 | nt | 8 | 5 | -14 | 6 | -13 | -2
Cc1ccc(-c2csc(NC(=O)C3CC(=O)N(Cc4ccco4)C3)n2)cc1 (centres undefined) | 1 | -2 | -3 | 0 | -9 | -7 | 18 | -12 | 3
Cc1ccc(/C=N/NC(=O)Cn2nnc(N)n2)cc1 | 13 | 0 | nt | -13 | 1 | -1 | 23 | nt | 1
C/C(=N/NC(=O)CN1CCN(S(=O)(=O)c2ccc(Br)cc2)CC1)c1ccco1 | 1 | 0 | -1 | -1 | 0 | -3 | 2 | -14 | 0
CC(C)(C)c1csc(NC(=O)c2ccncc2)n1 | 11 | 1 | -3 | 15 | 7 | -1 | -3 | -13 | 0
COc1ccc(-c2c(C)nc(N)nc2-c2ccc(OCc3ccc(C)cc3)cc2O)cc1OC | 3 | -6 | 9 | 4 | 3 | -8 | -10 | -3 | 0
CCOC(=O)N/N=C/c1cn(CCCOc2ccc(C)cc2)c2ccccc12 | 14 | -1 | 0 | 2 | -1 | 10 | 1 | -4 | -2
CC(C)(C)C1CCC2(CC1)Nc1cccc3cccc(c13)N2 | 14 | -25 | 6 | 0 | 2 | 1 | 0 | -18 | -85
CS(=O)(=O)NCCn1ccc2ccccc21 | 4 | 0 | 4 | -1 | 2 | -7 | 16 | -14 | -3
CC1(C)CN(c2ccc(F)cc2)C1=O | -1 | -1 | 1 | -9 | -1 | -10 | 26 | -14 | 2
CCC(=O)Nc1cccc(NC(=O)c2cc3ccccc3o2)c1 | 2 | -3 | 9 | -14 | -5 | -5 | 2 | -19 | 0
O=C1NC(=Nc2ccccc2)S/C1=C\c1cccs1 | 7 | 1 | nt | -1 | 4 | -6 | 31 | -5 | 13
O=C(O)/C=C/c1coc2ccccc2c1=O | 13 | 2 | 7 | 3 | -4 | -3 | 0 | nt | 3
Cc1ccc(C(C(=O)NC2CCCCC2)N(C(=O)CCCC(=O)Nc2ccccn2)c2ccc3c(c2)OCCO3)cc1 (centres undefined) | -6 | -4 | -2 | 2 | 1 | -4 | 1 | -6 | 0
CCN(CC)S(=O)(=O)c1ccc(F)c(C(=O)NCCCN2CCOCC2)c1 | 6 | 0 | -2 | 13 | 2 | -2 | 0 | -2 | -4
Cc1ccc(-c2ccc(SCC(=O)c3ccccc3)nn2)cc1 | -17 | 2 | 1 | -8 | -6 | -9 | 2 | -13 | -2
O=C(Cn1nnc(-c2ccccc2F)n1)Nc1ccc(S(=O)(=O)NC2CCCC2)cc1 | 19 | -2 | -15 | 19 | 8 | -27 | 0 | 0 | -8
COc1ccccc1N1CCN(S(=O)(=O)c2cc(C)sc2C)CC1 | 9 | 0 | 1 | -2 | 1 | -5 | 3 | -11 | 1
O=C(C1=C[C@@H](C2CC2)C[C@@H](OCc2ccc(CO)cc2)O1)N1CCN(Cc2ccccc2)CC1 | 14 | -4 | 0 | 1 | 2 | 1 | 19 | nt | -2

Copied from the entries so far (three entries):
SMILES | NPY-Y1 PAM-ag | Runt-CBFb FRET | NPY Y1 blocker | NPY2 pot ag | p97 ATPase inh | RBBP9 inh | Hck Nef HTS | Mdm2 ligase inh | Runt-SMMHC FRET
Cc1ccc(-c2ccc(SCC(=O)c3ccccc3)nn2)cc1 | -17 | 2 | 1 | -8 | -6 | -9 | 2 | -13 | -2
O=C(Cn1nnc(-c2ccccc2F)n1)Nc1ccc(S(=O)(=O)NC2CCCC2)cc1 | 19 | -2 | -15 | 19 | 8 | -27 | 0 | 0 | -8
COc1ccccc1N1CCN(S(=O)(=O)c2cc(C)sc2C)CC1 | 9 | 0 | 1 | -2 | 1 | -5 | 3 | -11 | 1

Some of the entries so far, with values under each structure.
Sequence of screens: NPY-Y1 PAM-ag | Runt-CBFb FRET | NPY Y1 blocker | NPY2 pot ag | p97 ATPase inh | RBBP9 inh | Hck Nef HTS | Mdm2 ligase inh | Runt-SMMHC FRET
CS(=O)(=O)N1CCN(C(=O)c2cccnc2)CC1
  -7 | -2 | 4 | 19 | 4 | -2 | -1 | -3 | 1
CC(=O)Nc1ccc(OCC(=O)NCc2ccc(C)cc2)cc1
  6 | -2 | -2 | 3 | 3 | -5 | 15 | -12 | -2
C=CCOC(=O)c1ccc(-n2cncn2)nc1
  25 | 1 | -6 | 8 | 3 | 3 | 2 | -23 | -4
O=C(Nc1nc(-c2cccs2)cs1)c1ccc(S(=O)(=O)N2CCCC2)cc1
  32 | -2 | -11 | 17 | -2 | -33 | 1 | -17 | -5

Other compounds.
SMILES | NPY-Y1 PAM-ag | Runt-CBFb FRET | NPY Y1 blocker | NPY2 pot ag | p97 ATPase inh | RBBP9 inh | Hck Nef HTS | Mdm2 ligase inh | Runt-SMMHC FRET
O=C(CSc1nc(-c2ccccc2)cs1)Nc1nccs1 | -14 | 1 | 1 | -14 | 6 | -10 | 3 | -14 | -4
COc1ccc(O)c(C(=O)c2cc(C(=O)NCCc3ccccc3)c(=O)n(CCc3ccccc3)c2)c1 | -55 | -1 | 11 | -8 | -6 | -12 | -3 | -11 | 4
Cc1ccc(C)c(-n2c(-c3ccncc3)n[nH]c2=S)c1 | -4 | 9 | nt | 6 | 2 | -12 | 10 | -8 | 3
CC(C)CCn1c(O)c(N=NC(=O)Cn2ccc(C(F)(F)F)n2)c2ccccc21 | -1 | -8 | 2 | 5 | 6 | 0 | 4 | -13 | -6
CCC(C)[C@H](NC(=O)NCc1cccnc1)C(=O)OC (some centres undefined) | 18 | -1 | nt | -1 | 0 | 1 | 4 | -12 | 1
CCOC(=O)CSc1nc2nc(C)cc(C)n2n1 | -7 | 0 | 5 | 6 | 5 | -1 | 0 | -11 | -1
COc1ccc(-c2nc(CN3CCCCC3c3nccn3C)c(C)o2)c(C)c1C (centres undefined) | -35 | -3 | 18 | -16 | -9 | -3 | 21 | -10 | -2
CC(=O)N1CCc2cc(NS(=O)(=O)c3cccs3)ccc21 | -5 | 0 | 3 | 6 | 4 | -9 | -1 | 12 | -8
NC(=S)N/N=C\c1c(OCc2ccccc2Cl)ccc2ccccc12 | -30 | 2 | 11 | -30 | -2 | -28 | 0 | -2 | 5
CN(C)/C=C1/C=C(C=O)OC1=O | 6 | 2 | nt | 0 | -7 | -1 | -5 | -12 | 10
O=C(CNc1cccc(C(F)(F)F)c1)N/N=C/C1CCCCC1 | 6 | -2 | 7 | 8 | 0 | -2 | 3 | -11 | 2
